Screens from PubChem.
ABCB6 inh 2: ABCB6 transporter inhibitors, primary screen, K562-ABCB6 cells, flow cytometry, MLPCN library. K562-ABCB6 porphyrin accumulation, 1 h; active compounds read low. fluorescence ratio to DMSO, % at 10 µM. AID 602162, 2011. 360,000 tested, 0.19% active. ATP-binding cassette sub-family B member 6 (Homo sapiens), Q9NP58;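 active = fluorescence ratio to DMSO below 75%, the collection mean minus 3 SD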;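 note: signal is porphyrin accumulated inside mitochondria; 100% equals median channel fluorescence of DMSO control wells; lower ratio means ABCB6 inhibition with less porphyrin fluorescence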
SRC2 inh: inhibition of GAL4-SRC2 driven luciferase reporter, primary screen, SRC2 inhibitor project, cell-based, luminescence. Nuclear receptor coactivator 2 (Homo sapiens), Q15596. HEK293 GAL4-SRC2 luciferase reporter. inhibition, % at 9 µM. 370,000 tested, 0.17% active;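 active = inhibition above the mean inhibition of all tested compounds plus 3 SD, set per campaign, cut at about 52% in these data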;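 note: 0% = DMSO treated cells and 100% = cells given Gossypol at 36 µM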
NOD2 RIPK2 PPI: NOD2-RIPK2 binding disruptors in cells, primary screen, fluorescence, CHO cells, BLA complementation; 360,000 tested, 0.38% active; inhibition, % at 4.98 µM; CCF4 ratio; AID 624267, 2012; Receptor-interacting serine/threonine-protein kinase 2 (Homo sapiens), O43353; in the data active = inhibition above about 21%;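 note: 0% = vehicle only and 100% = reference blocker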
ABHD5 PLIN5 PPI: ABHD5-PLIN5 interaction inhibitors, primary screen, cell lysate, split luciferase complementation, luminescence; Perilipin-5 (Homo sapiens) + 1-acylglycerol-3-phosphate O-acyltransferase ABHD5 (Homo …; Split G. princeps luciferase complementation, 4 h; inhibition, % at 4 µM; 360,000 tested, 0.78% active;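 active = inhibition above the mean inhibition across every tested compound plus 3 SD, cut at about 22% in these data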;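 note: 0% = DMSO only wells and the 100% control is not disclosed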
Target sequence (Q00G26 whole entry, looked up): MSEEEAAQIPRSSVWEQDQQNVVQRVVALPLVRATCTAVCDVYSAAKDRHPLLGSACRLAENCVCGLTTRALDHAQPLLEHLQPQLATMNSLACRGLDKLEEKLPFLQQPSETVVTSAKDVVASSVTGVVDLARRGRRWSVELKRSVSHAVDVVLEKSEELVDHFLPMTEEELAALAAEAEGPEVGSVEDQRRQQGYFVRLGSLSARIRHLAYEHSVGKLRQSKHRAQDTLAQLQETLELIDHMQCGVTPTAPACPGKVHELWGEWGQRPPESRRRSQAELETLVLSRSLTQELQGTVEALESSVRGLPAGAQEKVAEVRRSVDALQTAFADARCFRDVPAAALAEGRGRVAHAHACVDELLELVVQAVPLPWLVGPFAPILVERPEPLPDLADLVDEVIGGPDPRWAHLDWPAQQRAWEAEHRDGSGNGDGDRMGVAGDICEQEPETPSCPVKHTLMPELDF
Target sequence (Q8WTS1 whole entry, looked up): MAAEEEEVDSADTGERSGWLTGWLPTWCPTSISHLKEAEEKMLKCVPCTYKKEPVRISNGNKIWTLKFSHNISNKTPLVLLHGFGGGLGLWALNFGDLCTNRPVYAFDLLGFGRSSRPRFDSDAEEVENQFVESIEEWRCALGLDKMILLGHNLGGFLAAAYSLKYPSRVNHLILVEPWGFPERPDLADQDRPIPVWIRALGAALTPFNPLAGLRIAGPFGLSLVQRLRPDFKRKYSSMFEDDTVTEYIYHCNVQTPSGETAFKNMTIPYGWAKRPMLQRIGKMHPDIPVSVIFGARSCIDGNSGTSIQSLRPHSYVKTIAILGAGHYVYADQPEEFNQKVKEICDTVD
MC4R ag barr: MC4R agonists recruiting beta-arrestin, primary screen, cell-based, luminescence, agonist arm of biased-ligand search. U2OS MC4R beta-arrestin complementation; percent of melanotan II response, DMSO zero. activation, % at 8.9 µM. 360,000 tested, 0.98% active. AID 540308, 2011;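 active = activation above a per-plate cutoff, the mean activation of sample wells on that plate plus 3 SD, cut at about 8% in these data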
TLR9-MyD88 block: inhibitors of TLR9-MyD88 association in cells, primary screen, cell-based, CHO, BLA complementation, fluorescence. CCF4 FRET ratio. inhibition, % at 4.98 µM. 340,000 tested, 0.21% active;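 active = inhibition above the mean over all tested compounds plus 3 SD, cut at about 21% in these data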;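 note: 0% = DMSO only wells and 100% = clavulanate BLA inhibitor control wells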
MC4R antagonist: MC4R antagonists of cAMP signaling, primary screen, cell-based, TR-FRET, antagonist arm of biased-ligand search. Melanocortin receptor 4 (Homo sapiens), P32245. MC4R-expressing cells, MTII-stimulated cAMP, LANCE TR-FRET. inhibition, % at 6.5 µM. 360,000 tested, 0.48% active. AID 540295, 2011;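 active = inhibition above its plate's cutoff, the mean of tested wells on that plate plus 3 SD, cut at about 29% in these data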;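 note: 0% = Melanotan II alone and 100% = Melanotan II plus saturating MCL0020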
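Material – human MC4R-expressing U2OS cells · Repeats – no replicates · Detection – TR-FRET with Eu-cAMP and labeled anti-cAMP, 671 nm · Times – compound 30 min, challenge 1 h, detection 1 h · Compound – single nominal compound dose of 6.5 µM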
H9c2 protect: cardioprotection against H2O2-induced cell death, primary screen, uHTS, H9c2 cells, ATPLite luminescence; 360,000 tested, 0.63% active; H9c2 cardiomyocytes, H2O2 injury protection, 2 h; protection from H2O2 cell death, % at 20 µM; AID 588492, 2011;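 active = compounds giving at least 50% protection of heart cells from peroxide-induced death in the single-dose screen, raw or plate-pattern-corrected value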;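 note: 0% = DMSO wells with peroxide and 100% = DMSO wells without peroxide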
N-glyco inh: increase of ERlucT glycosylation luciferase signal, primary screen, N-linked glycosylation inhibitor project, D54 ERlucT cells, luminescence, set 2 | AID 588692, 2011 | 360,000 tested, 0.23% active | reporter increase, % at 12.5 µM | D54 ERlucT glycosylation luciferase reporter, 24 h; percent of 100 nM tunicamycin response;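 active = mean luciferase reporter signal, scaled so untreated is 0 and the glycosylation-blocking control 100, at or above a set limit in every replicate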;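 note: luciferase carries N-glycosylation sites so blocking glycosylation raises the light; 0% = median of neutral control wells and 100% = median of 100 nM tunicamycin wells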
HTR2A ag: mouse Htr2a agonists via beta-arrestin recruitment, primary screen, cell-based, luminescence; 5-hydroxytryptamine receptor 2A (Mus musculus), P35363; CHO-K1 mHTR2A beta-arrestin complementation; percent of 30 µM serotonin response; 360,000 tested, 0.66% active; activation, % at 7.6 µM;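 active = activation above a run cutoff, the mean activation of all tested compounds plus 3 SD, cut at about 14% in these data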;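 note: 0% = plate median of compound wells and 100% = 30 µM serotonin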
Numbers without * were called inactive; . = no result given. Some of the compounds tested (hit frequency here may not be typical).

mol | ABCB6 inh 2 | SRC2 inh | NOD2 RIPK2 PPI | ABHD5 PLIN5 PPI | MC4R ag barr | TLR9-MyD88 block | MC4R antagonist | H9c2 protect | N-glyco inh | HTR2A ag
Cc1sc2ncnc(N(C)Cc3cccs3)c2c1C | 99 | 12 | 0 | -5 | 0.1 | -6 | 0 | -23 | -2 | -5
COc1ccccc1NC(=O)CSc1n[nH]c(-c2ccco2)n1 | 96 | -5 | 0 | -1 | -0.2 | -10 | 4 | -2 | 2 | -4
O=C(c1ccc(-c2ccccc2Cl)o1)N1CCCCCCC1 | 98 | -29 | 2 | 1 | -4.8 | 1 | 8 | -17 | -4 | -8
CC(Sc1ncnc2sc(-c3ccccc3)cc12)C(=O)N1CCNC1=O (configuration not stated) | 90 | 5 | -4 | 8 | -1.5 | -5 | 4 | 3 | -6 | -4
O=C(O)CCCCNCc1ccccc1 | 98 | -13 | -4 | 2 | 1.4 | 0 | 4 | 4 | 2 | -2
Cc1ccc2nc(-c3ccc(NS(=O)(=O)c4c(C)n(C)c(=O)n(C)c4=O)cc3)sc2c1 | 99 | -40 | -1 | 13 | -0.8 | -4 | 11 | 0 | -9 | -1
CC(=O)NCCn1c(SCC(=O)NCC2CCCO2)nc2ccccc2c1=O (configuration not stated) | 99 | 8 | -7 | 1 | 1.5 | -3 | 6 | 6 | 0 | 4
COc1ccc(NC(=O)CSc2nccn2Cc2ccccc2)cc1 | 99 | 5 | -2 | -4 | -1.0 | -8 | 9 | -4 | 0 | 4
CCN(c1ccccc1)S(=O)(=O)c1cc2c(cc1C)NC(=O)CO2 | 95 | 9 | 10 | -6 | 0.5 | -2 | 23 | 3 | -1 | -1
O=C1[C@@H](Oc2ccccc2)[C@@H](c2cccnc2)N1c1ccccc1 | 107 | -3 | -2 | 0 | -1.1 | -4 | 5 | -10 | 6 | -5
O=C(NCCCN1CCOCC1)c1cc(S(=O)(=O)N2CCOCC2)c(Cl)cc1Cl | 90 | 3 | 4 | -9 | -2.2 | 9 | -3 | 4 | 0 | -5
Cc1ccc(S(=O)(=O)N/N=C2/CC(=O)CC(C)(C)C2)cc1[N+](=O)[O-] | 100 | 6 | -17 | -3 | 1.8 | -5 | 11 | -2 | 0 | 1
CCN(CC)S(=O)(=O)c1ccc(-c2nnc(SCc3nnc(-c4ccccc4)o3)o2)cc1 | 101 | 3 | -2 | -3 | 8.4* | 1 | 4 | -8 | 3 | 0
COc1cccc(-c2nc(CS(=O)(=O)CC(=O)NCCC(C)C)c(C)o2)c1 | 105 | 20 | 2 | 0 | 1.1 | -2 | 7 | 6 | 1 | -2
COc1ccc(OC)c(C2=NOC(C(=O)Nc3cc(C)nn3-c3ccccc3)C2)c1 (configuration not stated) | 104 | 6 | 3 | -7 | 1.1 | -4 | 14 | 18 | -1 | 2
CCC1=C(OC(=O)N(CC)CC)N2C(=O)OC(=NCC3CC3)[C@]2(Cc2ccccc2)[C@H]2C1=CC[C@H]1C(=O)N(CC)C(=O)[C@H]12 | 99 | 11 | -2 | -7 | -0.4 | -1 | 5 | -3 | 1 | 18*
COc1ccc(C(=O)N=c2sccn2C)cc1 | 105 | -33 | 5 | -1 | -0.1 | 0 | -4 | -2 | 1 | -4
CCn1c(C)nc2cc(C(=O)NNC(=O)Nc3cccc(Cl)c3)ccc21 | 102 | -3 | -10 | -2 | -0.8 | . | -5 | 2 | -1 | 5
OCCN=c1cc(-c2ccccc2)oc2ccc(Cl)cc12 | 103 | . | -2 | 2 | -0.1 | -7 | 2 | 17 | 50* | 2
O=C(CN1CCN(S(=O)(=O)c2ccc(Br)cc2)CC1)Nc1ccc2c(c1)OCO2 | 95 | 3 | 0 | 3 | -0.3 | -1 | 0 | -7 | 1 | 7

Reprinted from the part before: 5 entries, followed by the next part.
mol | ABCB6 inh 2 | SRC2 inh | NOD2 RIPK2 PPI | ABHD5 PLIN5 PPI | MC4R ag barr | TLR9-MyD88 block | MC4R antagonist | H9c2 protect | N-glyco inh | HTR2A ag
CCC1=C(OC(=O)N(CC)CC)N2C(=O)OC(=NCC3CC3)[C@]2(Cc2ccccc2)[C@H]2C1=CC[C@H]1C(=O)N(CC)C(=O)[C@H]12 | 99 | 11 | -2 | -7 | -0.4 | -1 | 5 | -3 | 1 | 18*
COc1ccc(C(=O)N=c2sccn2C)cc1 | 105 | -33 | 5 | -1 | -0.1 | 0 | -4 | -2 | 1 | -4
CCn1c(C)nc2cc(C(=O)NNC(=O)Nc3cccc(Cl)c3)ccc21 | 102 | -3 | -10 | -2 | -0.8 | . | -5 | 2 | -1 | 5
OCCN=c1cc(-c2ccccc2)oc2ccc(Cl)cc12 | 103 | . | -2 | 2 | -0.1 | -7 | 2 | 17 | 50* | 2
O=C(CN1CCN(S(=O)(=O)c2ccc(Br)cc2)CC1)Nc1ccc2c(c1)OCO2 | 95 | 3 | 0 | 3 | -0.3 | -1 | 0 | -7 | 1 | 7
CCCCOC(=O)c1ccc(NS(=O)(=O)c2cc(-c3nnnn3CC)ccc2OC)cc1 | 97 | -2 | -16 | 3 | -0.4 | -8 | -1 | 1 | -3 | 3
CCC1CCCCN1C(=O)CCn1c(=O)oc2ccccc21 (configuration not stated) | 93 | 25 | -16 | 12 | -0.9 | 4 | 3 | 6 | 3 | 8
O=C(/C=C/c1c(Cl)cccc1Cl)NCCc1ccccc1 | 95 | -28 | 2 | -7 | 5.2 | 6 | -5 | -7 | 2 | -1
O=c1cc(CN2CCN(c3ccc(Cl)c(Cl)c3)CC2)c2c(ccc3ccccc32)o1 | 98 | -2 | -13 | 1 | . | . | . | -1 | -2 | 11
CN(Cc1ccco1)C(=O)c1cccc(S(=O)(=O)N2CCN(Cc3ccccc3)CC2)c1 | 93 | 22 | -8 | 6 | 1.5 | 2 | -2 | -8 | 1 | 1
COc1ccc(C(=O)/C=C/c2ccc(O)cc2)c2c1CC(O)C(C)(C)O2 (configuration not stated) | 117 | 26 | 3 | 0 | -1.4 | 23* | 4 | -5 | -10 | -10
CCC(C(=O)NCCCN1CCOCC1)n1c2ccccc2c2nc(=O)cc(C)n21 (configuration not stated) | 99 | -37 | -1 | 0 | -2.4 | 1 | 8 | 4 | 2 | 0
NC(=S)Nc1cccc(F)c1 | 102 | -8 | 5 | 0 | 0.8 | 1 | 29* | 3 | -1 | 5
CC(C)Cn1c(N)c(C(=O)CSc2ccccc2)c(=O)n(C)c1=O | 92 | 8 | 3 | 0 | 0.5 | 4 | 2 | -12 | 2 | 3
Cc1cc(C)nc(-n2nc(C)cc2NC(=O)CN2CCCC(C)C2)n1 (configuration not stated) | 98 | 4 | 0 | -7 | 2.3 | 5 | 13 | 5 | 0 | 0
COC(=O)CC1C(=O)NC2CCCCC2N1C(=O)CCl (configuration not stated) | 101 | 30 | -6 | -1 | 0.0 | . | 2 | 2 | 3 | 5
O=C(O)C1=C[C@H](c2ccc(F)cc2)C[C@H](OCc2ccc(CO)cc2)O1 | 86 | -11 | 0 | 0 | -0.6 | 0 | 3 | 11 | -2 | -2
CN1CCN(Cc2c(O)ccc3c(-c4ccccc4)cc(=O)oc23)CC1 | 79 | 3 | 21 | 3 | -1.1 | 17 | 1 | 8 | -2 | 0
Cc1ccc(Nc2ncnc3sc(C)c(C)c23)cc1C | 95 | -33 | 6 | -2 | 0.1 | 10 | -4 | -5 | -3 | -2
CC(C)=CCC(C)(C)C1OCCN1C(=O)c1ccccc1 (configuration not stated) | 102 | -7 | -2 | -12 | 1.0 | -1 | -3 | 3 | 0 | -3
CC(C)N(Cc1ccccc1)C(=O)COC(=O)c1cnc(Cl)c(Cl)c1 | 95 | 17 | 10 | 2 | -3.5 | -5 | 45* | -1 | 0 | -1
CCCn1cc(SCC(=O)Nc2cc(C)on2)c2ccccc21 | 101 | 2 | 4 | -6 | -1.6 | -5 | 8 | 1 | 0 | 1
NC(=O)NC(c1ccccc1)c1ccccc1 | 98 | -5 | -10 | 9 | -0.4 | -4 | 21 | 1 | 0 | 5
CCOc1ccc(OCC(=O)OC(C)C(=O)NC2CCCCC2C)cc1 (configuration not stated) | 99 | -6 | -3 | 11 | -2.0 | -4 | 2 | 1 | 3 | 3
O=C(Cc1cccc2ccccc12)NCC(=O)N1CCN(Cc2cccc(C(F)(F)F)c2)CC1 | 103 | 17 | 11 | 7 | 1.8 | -3 | -2 | -15 | -3 | -11
CC(NC(=O)COc1ccccc1)C(=O)NC1=NCCS1 (configuration not stated) | 94 | -17 | 2 | -12 | -1.6 | -8 | 1 | 6 | 2 | -1
CCOc1ccc(N(CC(=O)NCC2CCCO2)S(=O)(=O)c2ccc(SC)cc2)cc1 (configuration not stated) | 96 | -14 | -16 | 3 | 0.7 | -4 | 3 | -1 | -1 | 6
CCn1c2ccccc2c2nnc(SCC(=O)NC3CCS(=O)(=O)C3)nc21 (configuration not stated) | 99 | -17 | -13 | -1 | -1.0 | -10 | -4 | -2 | 1 | 0
C#CCOC(=O)c1ccccc1C(=O)OCC#C | 106 | 1 | -6 | 7 | -1.7 | 1 | 7 | 1 | 1 | 6
Cc1ccc(C(=O)N2CCN(C3c4cccc5cccc(c45)C3NS(=O)(=O)c3ccccc3)CC2)cc1 (configuration not stated) | 94 | 5 | 4 | 8 | -0.8 | -9 | 12 | -4 | -5 | -6
CCc1cccc2c(C(=O)CCl)c[nH]c12 | 102 | 8 | -4 | 4 | 0.0 | -10 | 9 | -4 | 3 | -1
O=C(CSC(=S)N1CCSCC1)c1ccccc1 | 90 | -93 | 2 | 6 | 3.6 | 0 | 3 | -8 | -10 | 0
CCOC(=O)C1=C(N)Oc2cc(O)ccc2C1c1ccc(C)cc1 (configuration not stated) | 101 | 10 | -7 | 0 | 3.7 | -11 | 9 | -3 | -1 | 31*
CCCCn1c(SCc2nc3ccccc3s2)nc2cc(S(N)(=O)=O)ccc21 | 100 | 5 | 6 | -9 | -3.1 | 6 | 9 | -9 | -6 | -3
